Bioassay records from PubChem.
RAD52 inh – RAD52 (human) annealing inhibition; recombinant RAD52 DNA annealing, FRET fluorescence; hit rate 0.46% among 360,000; AID 651710; inhibition, % at 18.7 µM;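 active means every replicate showing at least 50% inhibition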
Target sequence (P43351 whole entry, looked up): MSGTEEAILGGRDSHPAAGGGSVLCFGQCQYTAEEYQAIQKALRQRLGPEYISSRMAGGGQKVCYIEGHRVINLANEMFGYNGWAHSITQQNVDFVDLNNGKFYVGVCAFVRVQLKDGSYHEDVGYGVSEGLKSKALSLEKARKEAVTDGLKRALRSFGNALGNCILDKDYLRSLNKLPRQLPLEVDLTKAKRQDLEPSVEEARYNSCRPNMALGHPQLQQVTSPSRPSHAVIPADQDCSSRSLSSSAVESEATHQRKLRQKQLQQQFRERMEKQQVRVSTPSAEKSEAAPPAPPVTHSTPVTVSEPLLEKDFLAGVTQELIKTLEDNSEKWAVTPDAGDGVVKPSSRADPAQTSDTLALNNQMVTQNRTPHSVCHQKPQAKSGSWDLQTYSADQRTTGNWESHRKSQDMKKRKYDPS
esBAF inh – inhibitors of esBAF chromatin remodeling in mouse ES cells; hit rate 2% among 350,000; Bmi1-luciferase knock-in reporter, 24 h; 100% = twice the neutral-well signal; reporter increase, % at 12.5 µM; in the data active means activation above about 40%;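 further: 0% = median of the plate's neutral control wells and 100% = double that signal; a rise in the Bmi1 reporter signal indicates esBAF inhibition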
S100A4 inh HTS – blocks human S100A4 binding to myosin IIA peptide. S100A4/TAMRA-MyoIIA peptide fluorescence polarization. inhibition, % at 10.7 µM. hit rate 0.14% among 360,000. P26447;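 active means mean inhibition of at least 70% across replicates, with every replicate also reaching that level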
Target sequence (P26447 whole entry, looked up): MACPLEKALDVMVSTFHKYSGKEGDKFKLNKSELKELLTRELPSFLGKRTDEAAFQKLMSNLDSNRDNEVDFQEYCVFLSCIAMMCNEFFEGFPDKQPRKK
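Material: S100A4 monomer protein / Buffer or medium: 50 mM HEPES pH 7.2, 10 mM CaCl2, 100 mM KCl / Times: 5 min incubation before reading / Benchmarks: neutral control DMSO, positive control TFP / Reagent: labelled myosin peptide probe, 5 nM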
RAD54 inh – inhibitors of human RAD54 branch migration | Q92698 | RAD54 Holliday junction branch migration, FAM/BHQ fluorescence | inhibition, % at 10.4 µM | hit rate 0.14% among 360,000 | AID 602329;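 active means mean normalized replicate activity at least 40 and at least half of replicates scoring 40 or more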;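 further: 0% = median of neutral control wells and 100% = median of positive control wells; inhibitors cause a drop in the FAM fluorescence signal; in these data hits start at about 50%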
ERp5 block – ERp5 (human) disulfide isomerase inhibition; ERp5 insulin aggregation, absorbance 650 nm, 90 min; inhibition, % at 9.99 µM; hit rate 0.05% among 350,000; AID 651711;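 active means mean replicate inhibition above about 25%, with every replicate also reaching it, limit read from the data, passing the limit was not always enough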
Target sequence (Q15084 whole entry, looked up): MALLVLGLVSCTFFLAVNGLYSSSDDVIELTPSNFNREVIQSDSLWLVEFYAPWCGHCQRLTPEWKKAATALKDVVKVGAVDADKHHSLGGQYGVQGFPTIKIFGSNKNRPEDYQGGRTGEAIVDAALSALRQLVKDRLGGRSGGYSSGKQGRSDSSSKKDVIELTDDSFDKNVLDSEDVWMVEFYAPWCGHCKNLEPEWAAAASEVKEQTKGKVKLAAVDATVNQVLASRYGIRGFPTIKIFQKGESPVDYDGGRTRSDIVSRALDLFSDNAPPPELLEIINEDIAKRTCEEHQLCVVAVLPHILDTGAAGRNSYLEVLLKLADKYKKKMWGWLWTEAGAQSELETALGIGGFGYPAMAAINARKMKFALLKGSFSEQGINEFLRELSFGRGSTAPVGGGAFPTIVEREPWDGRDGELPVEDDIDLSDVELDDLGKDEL
E-sel inducer – induces E-selectin expression in human endothelial cells; P16581; HUVEC E-selectin immunofluorescence imaging; normalized: neutral wells 0, TNF-alpha wells 100; activation, % at 7.58 µM; hit rate 0.37% among 260,000;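 active means mean E-selectin-positive cell signal at least 10% of the positive control, reached in at least 60% of replicates, without over 20% cell loss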;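 further: in these data hits start at about 27%; measured in HUVEC primary endothelial cells; signal is the percent of cells scored E-selectin positive by PE staining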
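Test system – human umbilical vein endothelial cells (HUVEC), E-selectin induction · Input – 3,000 HUVEC seeded per well · Buffer or medium – EGM-2, gelatin · Compound dosing – single-point compound dose · Detection – immunofluorescence imaging · Measure – percent E-selectin-positive cells · Controls – TNF-alpha high, DMSO low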
XiGFP reactiv – activators of X-chromosome reactivation in mouse fibroblasts; AID 743238; XiGFP mouse fibroblasts, % GFP-positive cells imaging, 3 d; cells co-treated with 5-aza-dC sensitizer; scaled so ellipticine positive control = 100%; activation, % at 7.58 µM; hit rate 0.055% among 360,000;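 active means mean normalized replicate activation at least 10% and every replicate at or above 10%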;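 further: 0% = median of on-plate neutral control wells and 100% = ellipticine 6 µM median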
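assay system = SV40-immortalized XiGFP fibroblast cells, line 68-5-11 | buffer or medium = DMEM plus 5-aza-dC sensitizer | doses = single-point pinned compound dosing | times = 3-day compound exposure, then 15 min fixation at room temperature | benchmarks = positive control ellipticine, 6 µM final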
ERAP1 inh – blocks human ERAP1 aminopeptidase activity; Q9NZ08; recombinant ERAP1, Leu-AMC fluorescence, 60 min; inhibition, % at 10.7 µM; hit rate 0.15% among 340,000;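 active means mean replicate inhibition of at least 30%, or all replicates individually reaching that 30% level; inactive means mean below 30% and not every replicate reaching it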;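 further: 0% = neutral control wells and 100% = L-leucinethiol positive control wells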
* hit, by the source's call; x = no result given.

mol | RAD52 inh | esBAF inh | S100A4 inh HTS | RAD54 inh | ERp5 block | E-sel inducer | XiGFP reactiv | ERAP1 inh
CCCC(=O)Nc1ccc2c(c1)OC[C@H](C)N(C(=O)C1CCCC1)C[C@H](C)[C@@H](OC)CN(C)C2=O | -4 | 3 | 1 | 1 | -14 | 0.1 | 0.3 | -1
Cc1ccc(C2c3[nH]c4ccccc4c3C[C@H]3C(=O)N(c4ccccc4C(=O)NCCN4CCOCC4)C(=O)N23)cc1 (some centres not stated) | 1 | -4 | -6 | 3 | 5 | x | x | -14
COc1c(/C=N/NC(=O)[C@H]2C[C@@H]2c2ccccc2)c(CCN(C)C(C)=O)cc2c1OCO2 | 2 | -6 | 1 | -10 | 6 | 0.7 | 0.0 | 0
O=C(CN1C(=O)C2CC=CCC2C1=O)Nc1nc2ccc(F)cc2s1 (configuration not stated) | -22 | 7 | -1 | x | 4 | x | 0.0 | 3
O=C(C[C@@H]1CC[C@@H](NC(=O)Nc2cc(F)ccc2F)[C@@H](CO)O1)Nc1ccccc1 | 3 | -5 | 7 | -8 | -1 | 0.0 | 0.7 | -2
CCc1ccc(CN(C)C(=O)c2cc(=O)c3ccccc3o2)cc1 | -1 | 2 | -3 | 15 | 8 | x | 0.0 | 2
CC1(C)c2[nH]c3ccccc3c2C[C@H]2C(=O)N(Cc3ccccc3F)C(=O)N21 | -8 | 5 | -5 | -5 | 1 | -0.1 | 0.1 | 0
CCC1(c2ccccc2)NC(=S)N(c2ccc(C)c(C)c2)N1 (configuration not stated) | -5 | -3 | -8 | -34 | 1 | 1.5 | 0.1 | 0
O=C(Cc1ccncc1)NCC[C@@H]1CC[C@H](NC(=O)C2CCOCC2)[C@H](CO)O1 | -31 | -5 | 7 | -15 | -6 | -0.1 | 0.5 | 0
O=C(NCCc1ccccc1)c1cnc2n(c1=O)CCS2 | -4 | x | -6 | x | -2 | 5.6 | -0.6 | 1
COc1ccc(OC)c(N(CC(=O)Nc2cccc(C(F)(F)F)c2)S(C)(=O)=O)c1 | -6 | -3 | 6 | 5 | -3 | x | 0.0 | -1
CCOc1ccccc1NC(=S)NNS(=O)(=O)c1c(C)cc(C)cc1C | 6 | -8 | -2 | x | -1 | -2.5 | -0.6 | -3
COc1ccc(-c2ccc([C@@H]3[C@@H](C#N)N(C(=O)C4CC4)[C@H]3CO)cc2)cc1 | -32 | -3 | 27 | -6 | 4 | 0.0 | 0.0 | 2
Cc1cc(Br)ccc1NC(=O)CN(C)C(=O)C1CSC2(C)CCC(=O)N12 (configuration not stated) | -6 | -7 | -49 | 4 | 4 | x | 0.0 | 0
CCCc1cc(=O)[nH]c(SCC(=O)c2cc(C)n(-c3cc(C)on3)c2C)n1 | -19 | 6 | -2 | x | 5 | 6.5 | 0.0 | -2
CCCCc1ccc(NC(=S)NCCO)cc1 | -10 | x | 2 | x | -2 | x | 0.0 | -2
CCOC(=O)N1CCN(c2c(N3CCN(C(=O)OCC)CC3)c(=O)c2=O)CC1 | 5 | -2 | 30 | 4 | -1 | 7.9 | -0.2 | -2
CCOc1ccc(CNC(=O)CCCn2nc(CC)n3c(cc4occc43)c2=O)cc1 | -15 | -7 | -3 | 6 | 6 | x | 0.0 | -2
COc1cc(N2C(=O)CSC2=S)cc(OC)c1OC | -10 | 5 | 1 | -1 | 2 | -1.8 | 0.0 | -2
COc1cccc(S(=O)(=O)N[C@@H]2CC[C@@H](CCn3cc(-c4ccccc4)nn3)O[C@@H]2CO)c1 | -2 | 7 | 4 | -10 | 3 | -1.9 | -0.3 | 4

Four entries drawn at random from the list so far, as already listed:
mol | RAD52 inh | esBAF inh | S100A4 inh HTS | RAD54 inh | ERp5 block | E-sel inducer | XiGFP reactiv | ERAP1 inh
Cc1cc(Br)ccc1NC(=O)CN(C)C(=O)C1CSC2(C)CCC(=O)N12 (configuration not stated) | -6 | -7 | -49 | 4 | 4 | x | 0.0 | 0
CCCc1cc(=O)[nH]c(SCC(=O)c2cc(C)n(-c3cc(C)on3)c2C)n1 | -19 | 6 | -2 | x | 5 | 6.5 | 0.0 | -2
CCOc1ccc(CNC(=O)CCCn2nc(CC)n3c(cc4occc43)c2=O)cc1 | -15 | -7 | -3 | 6 | 6 | x | 0.0 | -2
COc1cc(N2C(=O)CSC2=S)cc(OC)c1OC | -10 | 5 | 1 | -1 | 2 | -1.8 | 0.0 | -2

Additional records.
mol | RAD52 inh | esBAF inh | S100A4 inh HTS | RAD54 inh | ERp5 block | E-sel inducer | XiGFP reactiv | ERAP1 inh
N#Cc1ccc(NC(=O)c2cc(=O)c3ccccc3o2)cc1 | -8 | x | 4 | x | -6 | 3.5 | 0.7 | 1
CCC(=O)c1ccc(OC(=O)c2cnccn2)cc1 | -2 | x | -4 | x | 2 | -0.1 | 0.3 | -2
C[C@H](CO)N1C[C@H](C)[C@H](CN(C)C)OCCCC[C@H](C)Oc2ccc(NC(=O)C3CCCCC3)cc2C1=O | -10 | 1 | 6 | 8 | -1 | -0.1 | 0.0 | -1
CC(C)C1OC(CCc2ccccc2)Cc2[nH][nH]c(=O)c21 (configuration not stated) | -7 | x | -3 | x | -10 | -0.1 | 0.1 | 0
C/C(=N\NC(=O)C(O)(c1ccccc1)c1ccccc1)c1ccc(NC(=O)CCCC(=O)O)cc1 | -7 | 2 | -1 | -5 | -1 | -0.2 | 0.0 | 3
O=C(CSc1nnc(C2CC2)n1Cc1ccco1)NCC(F)(F)F | -6 | -1 | 5 | -1 | 2 | 0.5 | -0.1 | -2
COc1ccccc1OCc1ccc(C(=O)N2CCOCC2)o1 | -10 | x | -3 | x | -3 | x | 0.0 | 4
Nc1ccc(Nc2ccccc2)c(S(=O)(=O)O)c1 | -60 | 2 | -12 | 9 | 0 | 0.5 | 0.0 | 18
COC(=O)CCCNC(=O)c1ccc2nc(Cc3ccc(OC)cc3)oc2c1 | 2 | 17 | 2 | 3 | -2 | x | -0.1 | 0
COc1ccc(Nc2ccc([N+](=O)[O-])cn2)cc1 | 0 | 38 | 3 | -2 | 2 | x | 0.0 | -3
C[C@H]1CN([C@@H](C)CO)C(=O)c2cc(NC(=O)Nc3cccc4ccccc34)ccc2O[C@@H]1CN(C)Cc1ccc2c(c1)OCO2 | x | 3 | 11 | -1 | x | x | -0.6 | x
CN1C(=O)c2cc(NC(=O)C3CCOCC3)ccc2OC[C@H]2O[C@H](CC(=O)NCCc3ccncc3)CC[C@@H]21 | 2 | -1 | 1 | 1 | 0 | 1.4 | 0.1 | 1
Cc1ccccc1-c1ccc([C@H]2[C@@H](CO)N3CCCCN(C(=O)Nc4ccc(F)cc4)C[C@H]23)cc1 | 7 | x | 10 | 1 | 2 | -0.9 | -0.1 | -1
O=C(CNc1ccc(F)cc1)N/N=C/c1c(O)ccc2ccccc12 | -36 | x | 1 | x | 1 | 0.3 | -0.1 | 4
COc1ccc(CN2[C@@H]3CN(C(=O)c4ccccc4)c4ccccc4[C@@H]3[C@@H]2CO)cc1 | -10 | 5 | -3 | -7 | -4 | -0.1 | 0.0 | -1
C[C@@H]1CN([C@H](C)CO)C(=O)c2cc(NC(=O)Cn3cnnn3)ccc2O[C@H]1CN(C)S(=O)(=O)c1cccs1 | -2 | -3 | 1 | -4 | -10 | -0.1 | -1.3 | 0
COc1ccc(CN(C)C(=O)c2cccc(Oc3ccccc3)c2)c(OC)c1OC | -9 | 5 | 4 | 3 | 2 | -0.1 | 0.0 | 3
C[C@H](O)C#Cc1ccc2c(c1)O[C@H](CN(C)C(=O)C1CC1)[C@H](C)CN([C@@H](C)CO)S2(=O)=O | 11 | -1 | -5 | -10 | 4 | 0.1 | -0.7 | 3
C[C@H](CO)N1C[C@H](C)[C@H](CN(C)Cc2ccccc2F)Oc2cc(C3=CCCC3)ccc2S1(=O)=O | -23 | -6 | -2 | -14 | -2 | 0.0 | 1.6 | -2
CN(C(=O)COC(=O)c1ccc2c(c1)OCO2)c1c(N)n(Cc2ccccc2)c(=O)[nH]c1=O | -4 | x | 0 | x | -1 | 0.0 | 0.1 | 0

Entries of single compounds as entered above. Screens in order: RAD52 inh	esBAF inh	S100A4 inh HTS	RAD54 inh	ERp5 block	E-sel inducer	XiGFP reactiv	ERAP1 inh
O=C(CSc1nnc(C2CC2)n1Cc1ccco1)NCC(F)(F)F in the list: -6	-1	5	-1	2	0.5	-0.1	-2
COc1ccc(CN(C)C(=O)c2cccc(Oc3ccccc3)c2)c(OC)c1OC in the list: -9	5	4	3	2	-0.1	0.0	3

The listing continues.
mol | RAD52 inh | esBAF inh | S100A4 inh HTS | RAD54 inh | ERp5 block | E-sel inducer | XiGFP reactiv | ERAP1 inh
CC1(C(=O)NS(=O)(=O)c2cccc(Cl)c2)CCN1C(=O)c1ccccc1 (configuration not stated) | -4 | -4 | 0 | -6 | 1 | x | 0.0 | 0
Cc1ccc(NC(=O)C(C)OC(=O)CCN=C2NS(=O)(=O)c3ccccc32)cc1 (configuration not stated) | -15 | x | -3 | -6 | 0 | x | -0.1 | -1
CCN(CC)c1ccc(/C=C2\CCC(/C=C(\C#N)C(=O)Nc3ccccc3F)=C2N2CCOCC2)cc1 | -29 | -45 | -68 | -6 | -1 | 2.9 | 0.1 | 3
Cc1cc(NC(=O)CSc2nc(=O)cc(N)n2-c2ccc(Cl)cc2)no1 | -6 | x | -5 | -11 | -4 | x | 0.1 | -4
Cc1cccc(-n2c(CNC(=O)c3ccccc3)nnc2SCC(=O)Nc2nccs2)c1 | -4 | -3 | 2 | 0 | -6 | 0.1 | 0.3 | 3
COc1ccc2nc(SCCN(C)C)[nH]c2c1 | -3 | x | 3 | x | -6 | 1.4 | 0.2 | 13
C[C@@H]1CCCCO[C@@H](CN(C)C(=O)Nc2ccccc2)[C@@H](C)CN([C@H](C)CO)C(=O)c2cc(NC(=O)Nc3cccc4ccccc34)ccc2O1 | 9 | -8 | -26 | -2 | 1 | 0.2 | 0.2 | 5
COc1ccccc1-c1nc(S(=O)(=O)c2ccccc2)c(N2CCCCC2)o1 | -7 | 2 | -2 | -6 | 5 | -5.1 | 0.0 | 8
COC(=O)c1[nH]c2cc(OC)c(OC)cc2c1NC(=O)CN1C[C@H]2C[C@@H](C1)c1cccc(=O)n1C2 | -10 | -3 | 7 | 6 | 3 | x | x | -4
C[C@H](NC(=O)OCc1ccccc1)C(=O)N[C@@H](Cc1c[nH]c2ccccc12)C(=O)O | -7 | 2 | -3 | 3 | 4 | 0.4 | -0.2 | x
O=C(N[C@@H]1CC[C@@H](CC(=O)N2CCOCC2)O[C@@H]1CO)c1ccc2c(c1)OCO2 | -12 | -3 | -2 | -4 | 17 | 0.2 | -0.4 | 3
c1ccc(NC2=NCCN2CC2CCC2)cc1 | -4 | -5 | 3 | 2 | -2 | -0.1 | 0.0 | -2
CCc1cc2c(SCC(=O)O)ncnc2s1 | -14 | 1 | 2 | x | -2 | x | x | 0
Cc1cc(C(=O)Nc2ccccc2N2CCCCC2)no1 | 3 | -10 | -2 | -2 | 1 | 0.7 | 0.0 | -6
Cc1ccc(S(=O)(=O)NC(C)C(=O)N2CCOCCOCCOCCOCC2)cc1 (configuration not stated) | -9 | -6 | -1 | -6 | -4 | x | -0.1 | 1
